# CHRM5 agonist – human M5 muscarinic receptor agonists, primary screen, CHO-K1 cells, Fluo-8 calcium fluorescence | 0.19% of 360,000 active | activation, % at 3 µM | CHO-K1 hM5 cells; 0% DMSO wells, 100% maximal acetylcholine response;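 active = activation above the run's mean over test compounds plus 3 SD, cut at about 23% in these data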;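 also: signal is peak over basal fluorescence ratio across the kinetic read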
# Target sequence (P08912 whole entry, looked up): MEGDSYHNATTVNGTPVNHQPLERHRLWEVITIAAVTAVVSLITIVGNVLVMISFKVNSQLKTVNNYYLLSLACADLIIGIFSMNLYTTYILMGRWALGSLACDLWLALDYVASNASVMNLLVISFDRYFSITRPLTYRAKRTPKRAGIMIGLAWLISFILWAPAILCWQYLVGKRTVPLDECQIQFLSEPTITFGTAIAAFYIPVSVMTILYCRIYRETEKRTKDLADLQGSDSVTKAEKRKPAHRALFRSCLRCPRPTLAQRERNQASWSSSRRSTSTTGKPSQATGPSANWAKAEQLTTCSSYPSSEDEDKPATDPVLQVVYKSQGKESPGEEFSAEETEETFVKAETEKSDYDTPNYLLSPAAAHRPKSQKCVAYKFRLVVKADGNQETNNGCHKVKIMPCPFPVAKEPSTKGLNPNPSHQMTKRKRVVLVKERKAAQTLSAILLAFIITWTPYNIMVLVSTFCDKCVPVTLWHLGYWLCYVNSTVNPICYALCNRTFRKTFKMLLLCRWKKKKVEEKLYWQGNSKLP
# M4 PAM – human M4 muscarinic receptor positive allosteric modulators, primary screen, CHO-K1 cells, Fluo-8 calcium fluorescence | activation, % at 3 µM | 0.4% of 360,000 active | Muscarinic acetylcholine receptor M4 (Homo sapiens), P08173 | CHO-K1 hM4/Gqi5, ACh EC20; 0% = ACh EC20, 100% = maximal ACh;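 active = activation above its plate's cutoff, the mean activation of sample wells plus 3 SD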; also: some results filed as inactive read as strong as hits
# Target sequence (P08173 whole entry, looked up): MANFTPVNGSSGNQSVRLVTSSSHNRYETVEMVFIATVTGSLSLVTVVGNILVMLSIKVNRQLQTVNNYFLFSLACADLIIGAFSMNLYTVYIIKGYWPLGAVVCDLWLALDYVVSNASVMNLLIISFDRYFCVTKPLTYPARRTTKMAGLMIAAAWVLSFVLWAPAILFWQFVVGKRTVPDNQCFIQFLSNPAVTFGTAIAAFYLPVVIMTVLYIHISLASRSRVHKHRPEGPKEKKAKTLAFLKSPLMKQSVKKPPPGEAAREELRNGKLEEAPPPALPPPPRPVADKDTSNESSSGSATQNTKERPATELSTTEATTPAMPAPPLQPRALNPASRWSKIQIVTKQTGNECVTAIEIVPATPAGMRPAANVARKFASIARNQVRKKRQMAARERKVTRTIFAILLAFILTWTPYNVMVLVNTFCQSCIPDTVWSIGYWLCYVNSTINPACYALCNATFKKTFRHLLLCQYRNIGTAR
# CHRM5 PAM – human M5 muscarinic receptor positive allosteric modulators, primary screen, CHO-K1 cells, Fluo-8 calcium fluorescence. CHO-K1 hM5, ACh EC20 PAM; 0% = ACh EC20, 100% = ACh EC100. activation, % at 3 µM. 0.3% of 360,000 active. AID 624038, 2012;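 active = activation above the run cutoff, the mean activation of all test compounds plus 3 SD, cut at about 18% in these data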
#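 system = human M5 receptor in CHO-K1 cells | reagent = EC20 acetylcholine as agonist stimulus | compound dosing = single-point, 3 µM nominal | incubation = Fluo-8 loading 80 min at 37 °C plus 30 min room temperature | detection = Fluo-8 calcium dye fluorescence, kinetic read | benchmarks = low control EC20 acetylcholine (0%), high control EC100 acetylcholine (100%)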
# IDE cell inh – human IDE inhibitors in live cells, primary screen, fluorescence polarization, HEK cells, FAbetaB substrate | Insulin-degrading enzyme (Homo sapiens), P14735 | inhibition, % at 5.59 µM | 0.41% of 320,000 active | FAbetaB cleavage;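 active = percent inhibition above the average of all tested compounds plus 3 SD, set per screening campaign, cut at about 16% in these data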;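 also: IDE supplied by intact live HEK cells; FP after avidin binding of uncleaved biotin substrate so inhibition keeps polarization high; 0% = DMSO wells and 100% = 60 µM reference IDE inhibitor Ii1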
# CRFR2-BP ag – agonists of CRF-BP/CRF-R2 complex, primary screen, cell-based, HEK293, calcium dye fluorescence, uHTS. CRF-binding protein / CRF receptor 2 complex (human). calcium dye fluorescence (FLIPR); percent of saturating CRF peptide response. activation, % at 13.2 µM. 0.46% of 350,000 active. AID 588473, 2011;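 active = activation of at least 50%, plus an integration ratio under a set limit after plate pattern correction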;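 also: plate controls were neutral control wells without compound for no effect and CRF at EC100 for full effect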
# M5 antag – human M5 muscarinic receptor antagonists, primary screen, CHO cells, Fluo-8 calcium fluorescence; 0.59% of 360,000 active; CHO-hM5 cells, ACh EC80; inhibition, % at 3 µM;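 active = inhibition above a per-plate cutoff, the mean of that plate's test compounds plus 3 SD, cut at about 27% in these data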;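 also: 0% = acetylcholine EC80 with DMSO and 100% = DMSO without agonist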
# CRFBP-R2 block – antagonists of CRF-BP/CRF-R2 complex, primary screen, cell-based, HEK293, calcium dye fluorescence, uHTS | 0.59% of 350,000 active | CRF-induced calcium fluorescence | inhibition, % at 11.8 µM | AID 588475, 2011;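 active = inhibition of the ligand-induced calcium signal above about 50% at the single tested concentration, limit read from the data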
# M4 antag – human M4 muscarinic receptor antagonists, primary screen, CHO cells, Fluo-8 calcium fluorescence; AID 624125, 2012; Muscarinic acetylcholine receptor M4 (Homo sapiens), P08173; 0.73% of 360,000 active; inhibition, % at 3 µM; CHO-hM4 cells, ACh EC80;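 active = inhibition above its plate's cutoff, the mean inhibition of sample wells plus 3 SD, cut at about 27% in these data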;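 also: 0% = acetylcholine EC80 with DMSO and 100% = DMSO without agonist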
# CHRM4 agonist – human M4 muscarinic receptor agonists, primary screen, CHO-K1 cells, Fluo-8 calcium fluorescence; Muscarinic acetylcholine receptor M4 (Homo sapiens), P08173; CHO-K1 hM4/Gqi5; vehicle 0%, full acetylcholine response 100%; activation, % at 3 µM; 0.14% of 360,000 active;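 active = activation above the run mean over all test wells plus 3 SD, cut at about 32% in these data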;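 also: peak over basal fluorescence ratio per well then scaled between controls; 0% = DMSO wells and 100% = acetylcholine at EC100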
# Starred values were filed as active, the others as inactive; nt = not tested or not shown.
SMILES,CHRM5 agonist,M4 PAM,CHRM5 PAM,IDE cell inh,CRFR2-BP ag,M5 antag,CRFBP-R2 block,M4 antag,CHRM4 agonist
CCOC(=O)Cn1nc(-c2ccc(F)cc2)cc(Cc2ccccc2)c1=O,-5,-6,-2,0,-0.1,10,-8,2,1
CCOc1ccc2nc(NS(=O)(=O)c3ccc4c(c3)n(C)c(=O)n4C)sc2c1,-10,2,-3,-6,-0.1,-3,-8,1,1
CCC(=O)NCCCNc1nc2c(C)cccc2cc1C#N,-2,9,-5,3,-0.8,-6,-4,-4,2
CC(=O)CCc1oc2ccc([N+](=O)[O-])cc2c1-c1ccc(C)o1,-1,-4,-2,-2,-2.1,-1,12,2,0
N#Cc1ccccc1OCCn1cncn1,-4,-2,1,1,1.5,4,5,12,1
Cc1onc(-c2c(Cl)cccc2Cl)c1COC(=O)c1ccc(Cl)cc1,-1,-21,-11,0,3.3,7,19,-11,-2
O=C(O)CSc1ncccn1,1,-5,-6,0,4.0,4,-6,-1,0
CC1(C)Cc2ccccc2C(Nn2cnnc2)=N1,1,3,-8,9,0.9,2,-2,5,1
COc1ccccc1C=NNC(=O)C(=O)NN=Cc1ccccc1OC,6,4,-18,nt,2.5,16,-10,-7,12
O=C(N/N=C/c1ccccn1)c1cccnc1,1,-4,-2,2,2.0,12,3,5,0
CC(=O)N1CCc2cc(Br)cc(S(=O)(=O)CCC(=O)N3CCN(c4ccccn4)CC3)c21,2,-6,-2,8,-4.4,6,16,-9,1
O=C(O)CCC(=O)Nc1ccc(S(=O)(=O)c2ccc(NC(=O)CCC(=O)O)cc2)cc1,-1,4,2,7,-0.5,5,7,-14,1
O=C(COc1ccc(S(=O)(=O)NCc2ccccc2)cc1Cl)N1CCOCC1,2,-2,-5,-3,0.6,-4,12,3,4
COC(=O)c1ccc(CSc2ccc3nnc(-c4ccc(OC)c(OC)c4)n3n2)o1,-2,9,2,-1,-0.9,7,21,1,3
O=C1NC(=S)N/C1=C/c1cc([N+](=O)[O-])ccc1N1CCOCC1,-1,-4,-3,7,0.1,10,4,6,1
Cn1nccc1NC(=O)Nc1cccc(Br)c1,4,-4,-9,-7,4.3,11,13,0,9
Cc1ccc2nc(-c3ccccc3NC(=O)CCC(=O)O)c(=O)[nH]c2c1,6,1,11,nt,-1.4,0,-10,-1,0
CCCc1cc(-c2n[nH]c(=S)n2CC(C)C)cs1,-6,-7,-4,-4,0.1,4,33,2,-1
O=C(C1=C(O)C(=O)N(CCN2CCOCC2)C1c1ccco1)c1cc2ccccc2o1 (configuration not stated),0,4,1,4,0.8,-5,7,2,3
O=C(N/N=C\c1cccc(F)c1)c1ccc(Cn2cc(Br)c([N+](=O)[O-])n2)o1,-6,-2,-2,1,-0.7,1,47,0,5
Cc1nnc(NC(=O)c2ccc(-c3cccc(C(F)(F)F)c3)o2)s1,-2,5,6,-1,-0.5,-6,-17,-1,0
OCc1nc2ccccc2n1Cc1c(F)cccc1Cl,3,-3,9,0,-0.9,-7,10,2,2
COc1ccccc1CN1C(=O)C(Cc2ccccc2)ON=C1c1ncccc1C (configuration not stated),0,0,2,nt,nt,-2,nt,-1,8
O=C(Nc1ccc(NC(=O)c2ccc3c(c2)OCCO3)cc1)c1ccccc1,-4,1,2,0,-0.7,-10,2,-30,0
O=C(NCc1ccccc1)C1CCCN(c2ncnc3c2nc2n3CCCCC2)C1 (configuration not stated),-5,-6,-4,-2,-1.6,17,-5,-7,5

# Random excerpt: two compounds from above.
SMILES,CHRM5 agonist,M4 PAM,CHRM5 PAM,IDE cell inh,CRFR2-BP ag,M5 antag,CRFBP-R2 block,M4 antag,CHRM4 agonist
COc1ccccc1C=NNC(=O)C(=O)NN=Cc1ccccc1OC,6,4,-18,nt,2.5,16,-10,-7,12
CCOC(=O)Cn1nc(-c2ccc(F)cc2)cc(Cc2ccccc2)c1=O,-5,-6,-2,0,-0.1,10,-8,2,1

# The list goes on.
SMILES,CHRM5 agonist,M4 PAM,CHRM5 PAM,IDE cell inh,CRFR2-BP ag,M5 antag,CRFBP-R2 block,M4 antag,CHRM4 agonist
Cc1nc(-c2nc(-c3c(C(=O)NNC(=O)c4ccc(Cl)cc4)noc3C)cs2)cs1,-2,10,5,3,-0.5,2,12,-3,2
CN(C)S(=O)(=O)N1CCC(Oc2cccc(C(=O)NCCC3=CCCCC3)c2)CC1,4,-16,-17,2,0.6,16,1,10,22
Brc1ccc(-c2csc(N/N=C/c3ccc4c(c3)OCO4)n2)cc1,0,7,6,-3,-6.4,-3,11,4,0
CCn1cc([N+](=O)[O-])c(C(=O)Nc2ccn(Cc3ccccc3F)n2)n1,1,-7,2,-2,-3.3,0,0,2,1
COc1ccccc1NC(=O)[C@H](COCc1ccccc1)NC(=O)OC(C)(C)C,-15,5,-21,-2,-2.6,-1,-5,-7,2
CCc1ccc(OCCCC(=O)Nc2ccc(S(N)(=O)=O)cc2)cc1,2,15,12,0,0.8,-3,-6,-19,0
CC(C)CNS(=O)(=O)c1cc(C(=O)OCC(=O)c2ccc3c(c2)OCCO3)c(Cl)cc1Cl,-3,-7,-18,-3,2.1,17,-13,-1,5
CS/C(N)=N/N=C/c1c(O)ccc2ccccc12,-3,6,6,2,-2.2,3,10,12,2
O=C(CCNC(=O)c1ccccc1)Nc1ccc(S(=O)(=O)Nc2ncccn2)cc1,5,7,10,7,-0.1,-9,-8,-4,2
C=CCOC(Cn1ccnc1)c1ccc(Cl)cc1Cl (configuration not stated),-8,-3,-19,-2,-3.0,9,11,4,0
COc1ccc(C2(C)NC(=O)N(CC(=O)NCCC3=CCCCC3)C2=O)cc1OC (configuration not stated),-2,0,-6,3,3.6,-3,-2,-2,1
Cc1cc(C)n(CC(=O)N/N=C/c2cccc([N+](=O)[O-])c2)n1,-2,15,-2,4,0.1,-4,12,-5,2
Cc1ccc(NC(=O)CNS(=O)(=O)c2ccc(F)cc2)cc1C,-4,-5,3,3,0.1,3,-8,-5,2
CCC(C)c1ccccc1NC(=O)C1CCCO1 (configuration not stated),-4,1,10,1,-0.9,-7,11,2,1
CC(C)CNS(=O)(=O)c1ccc(OCC(=O)Nc2ccc3c(c2)OCO3)c(Cl)c1,-2,-7,-7,-4,5.6,4,44,3,2
COc1ccc2c(c1)C(=O)C1(CC2)OC1c1cccnc1 (configuration not stated),-1,2,-1,nt,-1.5,3,-2,-11,2
Cc1ccc(C2c3[nH]c4ccccc4c3C[C@H]3C(=O)N(c4ccccc4C(=O)N4CCC[C@@H]4C(=O)O)C(=O)N23)cc1 (some centres not stated),1,4,-3,3,0.4,4,-9,-19,0
COc1ccc(OC)c(N2C(=O)c3cccnc3C2=O)c1,1,11,12,0,0.3,-10,8,-16,1
CC(C)c1onc(C(=O)N2CCN(c3ccc(F)cc3)CC2)c1[N+](=O)[O-],-2,1,-1,-1,-0.9,-3,4,0,5
COc1ccc(C(=O)Nc2ccc(NC(=O)c3ccccc3)cc2)cc1S(=O)(=O)N1CCOCC1,-3,-1,-2,2,-0.8,13,-3,4,3
CC(C)Oc1ccc(S(=O)(=O)N2CCCCC2)cc1NC(=O)CC1OC(=O)c2ccccc21 (configuration not stated),0,-1,-6,2,1.2,8,-8,2,2
CN(CC(=O)Nc1ccccc1Br)C(=O)C(Cc1ccccc1)NC(=O)c1ccccc1 (configuration not stated),2,-8,-13,2,0.9,10,-9,2,18
O=C(c1ccccc1)n1c(=O)cc[nH]c1=O,0,11,2,-1,-1.7,6,-5,7,1
S=C(NCCCc1cnc[nH]1)NCCCN(Cc1ccc(Cl)c(Cl)c1)c1ccc(Br)cn1,-3,0,3,nt,nt,-7,nt,9,5
CC1CCCCN1CCNC(=O)CCc1nnc2n(Cc3ccccc3)c(=O)c3ccccc3n12 (configuration not stated),-5,-13,5,-3,5.6,-2,-21,13,1
SMILES,CHRM5 agonist,M4 PAM,CHRM5 PAM,IDE cell inh,CRFR2-BP ag,M5 antag,CRFBP-R2 block,M4 antag,CHRM4 agonist
CS(=O)(=O)N(Cc1ccccc1)c1ccccc1C(=O)Nc1ccccc1C(=O)NCc1ccco1,1,-4,0,7,7.8,-12,-7,-13,5
c1cnc2nc(-c3ccc4c(c3)OCO4)cn2c1,4,-1,5,-1,-3.8,3,11,1,0
N#Cc1ccc(NC(=O)CSc2n[nH]c(=O)n2C2CC2)cc1,5,1,-5,-2,-0.7,9,0,-3,1
O=C(CSc1nnc(-c2ccco2)o1)c1ccc([N+](=O)[O-])cc1,2,-4,-9,0,-1.6,7,3,8,0
O=C(NCc1ccccc1)C1C(c2ccccc2)=Nc2ccccc2N1C(=O)c1ccncc1 (configuration not stated),2,17,17,nt,nt,-12,nt,-4,3
CCC1=NN(C(=O)CCc2ccccc2)C(O)(C(F)(F)F)C1 (configuration not stated),-2,6,7,-3,0.0,1,-15,-4,0
COc1cc(-n2cnnn2)ccc1S(=O)(=O)N1CCOCC1,-3,5,6,3,3.5,-12,-9,-5,0
C(=C\c1ccccc1)/CN1CCN(C(c2ccnc3ccccc23)c2nnnn2-c2ccc3c(c2)OCCO3)CC1 (configuration not stated),-7,-9,-5,nt,nt,1,nt,-15,6
COc1ccccc1NC(=O)Nc1nc(CC(=O)Nc2cccc(F)c2)cs1,-1,-6,-24,7,3.0,11,0,-5,16
O=C(Cc1ccccc1[N+](=O)[O-])Nc1cccc(S(=O)(=O)NC2=NCCCCC2)c1,1,1,6,1,-1.4,3,1,-7,1
Cc1onc(-c2c(Cl)cccc2Cl)c1C(=O)OCC(=O)c1ccccc1,4,-46,-15,0,5.9,7,-8,-1,5
CC1CCC2(CC1)NC(=O)N(CC(=O)Nc1ccc3c(c1)CCC3)C2=O (configuration not stated),-2,7,3,3,11,5,-23,-11,0
CCN1CCN(CCC(=O)Nc2ccc3c(c2)OCO3)CC1,4,-1,-1,-2,-2.3,-3,-3,18,1
COc1cccc(NC(=O)CN(C)C(=O)Cc2cccc3ccccc23)c1,-7,6,4,-3,-0.5,6,-6,-1,3
Cn1c(=O)c2cc(NC(=O)NCCc3ccccc3)ccc2n1Cc1cccc(C(F)(F)F)c1,6,-9,-6,nt,nt,3,nt,-9,12
CC12C=CC(=O)C=C1CCC1C2C(O)CC2(C)C1CCC2(O)C(=O)CO (configuration not stated),-1,-17,-18,nt,-0.1,15,1,88*,1
COC(=O)CNC(=O)COC(=O)/C=C/c1ccccc1[N+](=O)[O-],-2,3,-4,-1,1.3,4,-1,-1,0
CC(=O)Nc1ccccc1NC(=O)c1cccc2ccccc12,-1,-10,-8,1,0.5,8,-4,-1,2
CN(C)S(=O)(=O)c1cccc(NC(=O)c2ccc(Sc3nncn3C)c([N+](=O)[O-])c2)c1,-10,-27,-3,-5,-3.5,5,10,12,1
Cc1ccc(NC(=O)CCc2nc3ccccc3s2)c(O)c1,-1,-7,1,2,1.4,4,7,-3,6
Cc1ccc(S(=O)(=O)Nc2ccccc2)cc1C(=O)N1CCCC1,-5,6,-1,-3,-0.9,7,6,-9,2

# Screening data (PubChem BioAssay)
